Bioassay records from PubChem BioAssay.
ELG1 genotox: inducers of genotoxicity in HEK293T ELG1-luciferase cells. HEK293T ELG1-luciferase reporter, luminescence, 16 h. 330,000 tested, 1.3% active. Potency, µM (series often up to 46 µM), without a hit: at the highest dose activity change, positive = activation, actives largely listed as activators; note: % of control where 0% means no effect; nearly all actives have a fitted effect of over 60% in size
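Reporter readout depends on ELG1 protein level, which increases with genetic stress. After 16 hr compound exposure at 37 °C, luciferase activity was quantified using ONE-Glo.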
Gal4-VP16 FLuc: counter-screen for ROR gamma inhibitors: Gal4-VP16 reporter; Drosophila S2 Gal4-VP16 UAS-luciferase, luminescence, 20 h; Potency, µM (titrated, usually from 53.6 µM), for inactives: at the highest dose activity, negative = inhibition, actives largely listed as inhibitors; 310,000 tested, 3.5% active; AID 2546;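 note: Gal4-VP16 expression switched on by copper sulfate through the metallothionein promoter; % is set by controls: 0 for no effect and ±100 for the full control effect; nearly all actives have a fitted effect of over 50% in size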
BRCA1 expr up: increases BRCA1 expression; 380,000 tested, 1.1% active; AID 624202; MCF7-BRCA1-FFLuc reporter, luminescence, 48 h; response scale: scaled: vehicle 0%, 10 µM genistein 100%; Potency, µM (series often up to 46.1 µM), for the others: at the highest dose activation, most hits filed as activators; note: nearly all actives have a fitted effect of over 80% in size; some results filed as inactive show a strong effect at the top dose
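Cells: MCF7-BRCA1-FFLuc, 2000/well. Exposure: 48 h, 37 °C, 5% CO2. Read: luminescence, 15 min post-substrate. Controls: genistein 10 microM (maximal activation), DMSO (neutral).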
MBNL1-CUG inh: blocks human MBNL1 binding to CUG repeat RNA; TR-FRET MBNL1-His/biotin-(CUG)12 binding, 665/545 ratio; Potency, µM (doses to about 57.5 µM), for the others: top-dose activity change, negative = inhibition, actives largely listed as inhibitors; AID 2675; 280,000 tested, 0.036% active; active = well fitted inhibition curve with a large enough effect in the signal ratio, with a control signal flat, not every such curve was filed as active; inconclusive = small, poorly fitted or top-dose-only effect, or effect the other way, or a change in a side signal; inactive = no such curve, though single readings can be large or run the other way; the % refers to the signal ratio; note: % is set by controls: 0 for no effect and ±100 for the full control effect
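Compounds (final 92 nM to 58 uM) are added to His-tagged MBNL1 and biotin-(CUG)12, then terbium anti-His antibody and streptavidin-XL665 (5 nM final). After 60 min at room temperature, the 665/545 nm ratio is read.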
uPA surface inh: blocks generation of uPA at the cell surface; cell surface uPA generation assay, qHTS; Potency, µM (top dose mostly 38.3 µM), inactives show at the highest dose activity change, negative = inhibition, usual class: inhibitors; 330,000 tested, 0.31% active; AID 540303; active = well fitted inhibition curve with a large enough effect; inconclusive = small, poorly fitted or top-dose-only effect; inactive = no such curve, though single readings can be large or run the other way; tested in mouse RAW 264.7 cells; note: % is set by controls: 0 for no effect and ±100 for the full control effect; nearly all actives have a fitted effect of over 55% in size
MLL CXXC-DNA inh: inhibitors of human MLL CXXC domain-DNA interaction. Q03164. MLL-CXXC / FITC-HOXA9 DNA fluorescence polarization. Potency, µM (top dose mostly 115 µM), for the others: at the highest dose activity change, negative = inhibition, actives largely listed as inhibitors. 290,000 tested, 0.037% active; active = well fitted inhibition curve with a large enough effect in the polarisation, with a control signal flat, not every such curve was filed as active; inconclusive = small, poorly fitted or top-dose-only effect, or effect the other way, or a change in a side signal; inactive = no such curve, though single readings can be large or run the other way; the % refers to the polarisation
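Purified MLL-CXXC (added from a 7 uM solution) was preincubated 5 min at ambient with pinned compounds in 50 mM Tris-HCl pH 7.5, 50 mM NaCl, 1 mM DTT, 0.05% BSA. Fluorescein-labeled HOX-A9 DNA (50 nM solution) followed, 30 min, then polarization read.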
FLuc modulator: inhibits or activates purified firefly luciferase, miR-21 counter-screen; purified FLuc, Km substrates, luminescence inhibition; Potency, µM (top dose mostly 57.5 µM), for inactives: at the top dose activity change, negative = inhibition, actives largely listed as inhibitors; P08659; 360,000 tested, 6.9% active; AID 588342;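 note: plate controls were vehicle for no effect and reference inhibitor for full effect; nearly all actives have a fitted effect of over 55% in size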
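Purified P. pyralis luciferase, 10 nM final, with Km-level 10 uM D-luciferin and 10 uM ATP in 50 mM Tris acetate pH 7.5, 10 mM Mg acetate, 0.01% Tween-20, 0.05% BSA; 6-point qHTS titration about 60 µM downward; luminescence read.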
RORg inh: inhibitors of mouse ROR gamma transcriptional activity; Drosophila S2 Gal4-RORgamma UAS-luciferase reporter, 20 h; 310,000 tested, 5.4% active; Potency, µM (series often up to 53.6 µM), for inactives: at the highest dose activity change, negative = inhibition, usual class: inhibitors; note: % is set by controls: 0 for no effect and ±100 for the full control effect; nearly all actives have a fitted effect of over 60% in size
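A Gal4/UAS one-hybrid system in insect cells: metallothionein-promoter Gal4–ROR gamma fusion plus Photinus luciferase reporter. Copper sulfate 700 uM final, 20 hr ambient incubation, luminescent detection after 10 min with reagent.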
Rab9 prom act: Rab9 promoter activation; Huh7 Rab9 promoter-luciferase reporter, luminescence, 24 h; Potency, µM (titrated, usually from 9.22 µM), inactives show top-dose activation, negative = inhibition, most hits filed as activators; 320,000 tested, 2.8% active; AID 485297; note: % of control where 0% means no effect; nearly all actives have a fitted effect of over 60% in size
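Huh7 cells stably carrying Rab9 promoter–luciferase reporter, plated 1500 cells/well, compound added after 2 h and incubated 24 h at 37 °C; luciferase luminescence then read after 10 min with detection reagent.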
p53 reactivator: mutant p53 re-activation in reporter cells | H1299 p53-A138V BP100-luciferase reporter, luminescence, 24 h | Potency, µM (doses to about 92.2 µM), for inactives: at the highest dose activity change, positive = activation, hits mostly activators | 320,000 tested, 0.063% active; note: % of control where 0% means no effect; nearly all actives have a fitted effect of over 45% in size
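H1299 (p53-null), stable ts p53-A138V + BP100-Luc; 1000 cells/well, Opti-MEM/10% FBS; cpd 4 pt, 1:5; 24 h, 37 deg C, 5% CO2; detection reagent 10 min RT; luminescence.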
NPC1 prom act: NPC1 promoter activation. Huh7 NPC1 promoter luciferase reporter, 24 h. Potency, µM (highest dose often 9.22 µM), without a hit: at the highest dose activation, actives largely listed as activators. 320,000 tested, 2.4% active;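 note: % of control where 0% means no effect; nearly all actives have a fitted effect of over 60% in size; reporter is driven by a mutant NPC1 promoter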
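Luminescence read-out of NPC1 promoter-driven luciferase in stably transfected Huh7 cells; compounds delivered in DMSO and left 24 h at 37C, 5% CO2, qHTS titration format.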
Numbers without * were called inactive; ? = inconclusive; · = no result given; & = joins results of further samples; [ ] = remark or other dose. Unless noted, calls come from the whole dose curve; as a rule, active = well fitted curve in the direction sought with a large enough effect; inconclusive = small, poorly fitted or top-dose-only effect, or another doubt; inactive = no such curve, though single readings can be large; an effect the other way counts as inactive or inconclusive. Potency is the fitted concentration of half-maximal effect. A portion of the library (hit frequency here may not be typical).

1) N#C/C(=C\c1c(N2CCN(Cc3ccccc3)CC2)nc2ccccn2c1=O)S(=O)(=O)c1ccccc1
2) CC(C)(C)c1cc(C(F)(F)F)n2ncc(-c3ccccc3)c2n1
3) COc1ccc(N2CCN(CCCNC(=O)C3(S(=O)(=O)c4ccc(Cl)cc4)CC3)CC2)cc1
4) Cc1ccc(NC(NC(=O)c2cccnc2)C(Cl)(Cl)Cl)cc1 (stereo not given)
5) COC(=O)C1=C(C)N(Cc2ccccc2)C(=S)N[C@H]1c1cccc(F)c1
6) CCOC(=O)C1CCN(S(=O)(=O)Cc2ccccc2)C1=O (stereo not given)
7) CC(C)Sc1cc(Cl)nc(NC(=O)Nc2ccccc2)n1
8) CC(=O)NNC1=Nc2ccccc2N(C)C(C)C1 (stereo not given)
9) COc1ccc(C(=O)Nc2ccnn2C2CCN(Cc3ccn[nH]3)CC2)cc1
10) Cc1c(OCC(=O)N2C[C@H]3C[C@@H](C2)c2cccc(=O)n2C3)ccc2c3c(c(=O)oc12)CCCC3

compound no.	1	2	3	4	5	6	7	8	9	10
ELG1 genotox	-7%	-3%	-2%	-2%	-3%	0%	?	3%	4%	1%
Gal4-VP16 FLuc	-1%	17%	-6%	-4%	13µM*	5%	-16%	1%	7%	1%
BRCA1 expr up	-15%	0%	-11%	18%	-17%	3%	18%	8%	0%	4%
MBNL1-CUG inh	33%[activator]	-7%	8%	-17%	3%&-6%	-3%	3%	0%[11.5 µM]	0%	3%
uPA surface inh	-3%	4%	5%	-8%	-10%	8%	-13%	2%	4%	16%
MLL CXXC-DNA inh	16%	2%	2%	-3%	11%&-5%	3%	-6%	5%	12%	-4%
FLuc modulator	3%	0%	4%	1%	-1%&-1%	6%	?	-1%	1%	-11%
RORg inh	16%	-10%	2%	32%	4.5µM*	3%	5%	-8%	-13%	16%
Rab9 prom act	13%	10%	-6%	0%	-3%&4%	1%	-21%	-5%	-1%	9%
p53 reactivator	-6%	4%	?	-2%	1%	30%	21%	-13%	17%	11%
NPC1 prom act	13%	-3%	1%	-5%	0%&-5%	0%	-21%	-2%	0%	-2%

11) O=C(CC1NC(=O)NC1=O)Nc1ccc(Cl)cc1 (stereo not given)
12) CCC[C@@H](CNC)NC[C@H](Cc1ccccc1)NCCCCc1ccccc1
13) COc1ccc(-c2ccc3c(c2)S(=O)(=O)c2cccc(C(=O)NCCOc4ccccc4)c2C3=O)cc1OC
14) COc1ccccc1CC(=O)N1CCOCC1
15) CCOC(=O)C1=C(C)OC(N)=C(C#N)C1c1ccc(C)o1 (stereo not given)
16) Cc1cc(C)cc(NS(=O)(=O)c2coc(C(N)=O)c2)c1
17) CC1CCN(CC(C)OC(=O)c2ccc3c(c2)OCCO3)CC1 (stereo not given)
18) CCN(CC(=O)Nc1ccc(NC(C)=O)cc1)C(=O)c1cccc(Oc2ccccc2)c1
19) CCN(CC(=O)Nc1ccccc1C(=O)OC)S(=O)(=O)c1ccccc1
20) Cc1csc(=O)n1CCC(=O)OCC(=O)Nc1cc([N+](=O)[O-])ccc1Cl

compound no.	11	12	13	14	15	16	17	18	19	20
ELG1 genotox	3%	-12%	1%	0%	3%	-4%	5%	-1%	-13%	-1%
Gal4-VP16 FLuc	-4%	1%	·	-7%	?	-4%	2%	·	-3%	·
BRCA1 expr up	5%[1.84 µM]	-84%	-12%	7%	2%	-2%	1%	-31%	-1%	9%
MBNL1-CUG inh	5%	-6%	·	-2%	16%	2%	0%	·	-7%	·
uPA surface inh	3%	?	4%	-8%	-15%	9%	17%	-2%	-7%	13%
MLL CXXC-DNA inh	-14%	29%	·	-9%	8%	·	3%	·	9%	·
FLuc modulator	0%	-2%	-2%	-1%	7%	-1%	?	-12%	2%	-1%
RORg inh	-40%	-34%	·	-6%	2%	4%	0%	·	24%	·
Rab9 prom act	27%	0%	-7%	13%	-1%	6%	11%	-7%	2%	-1%
p53 reactivator	-3%	·	-4%	6%	1%	12%	9%	-11%	-2%	5%
NPC1 prom act	8%	-23%	1%	2%	2%	-5%	-2%	1%	3%	-3%

21) C=CCN1C(=O)C(CC(=O)Nc2ccccc2)S/C1=N/c1nccs1 (stereo not given)
22) Cc1nnc(SCC(=O)N2CCN(c3ccccc3)CC2)n1C1CC1
23) CCCCn1c(N)c(N(Cc2ccccc2OC)C(=O)COc2cc(C)ccc2Cl)c(=O)[nH]c1=O
24) O=C(CCn1nnc2ccccc21)Nc1nnc(Cc2ccc(F)cc2)s1
25) CCCCn1c(N)c(N(CCOC)C(=O)c2cc3c(s2)CCC3)c(=O)[nH]c1=O
26) NC(=O)c1oc2ccccc2c1NC(=O)CCc1ccccc1
27) CCOc1ccc(S(=O)(=O)Nc2ccc3c(c2)OCO3)cc1
28) O=C1CN(C(=O)CNCc2ccccc2Cl)c2ccccc2N1
29) CCOC(=O)C1CCN(C(=O)c2cc(OCC)c(OCC)c(OCC)c2)CC1
30) Cc1cc(C)n(-c2nnc3n2N=C(c2c[nH]c4ccccc24)CS3)n1

compound no.	21	22	23	24	25	26	27	28	29	30
ELG1 genotox	2%	0%	-4%	-3%	0%	-6%	-3%	1%	-1%	9%
Gal4-VP16 FLuc	3%	·	·	-7%	·	6%	-18%	0%	?	-2%
BRCA1 expr up	-26%	-27%	-24%	-1%	4%	26%	-17%	-51%	-21%	-41%
MBNL1-CUG inh	3%	·	·	0%	·	12%	-4%	·	-6%	5%
uPA surface inh	-3%	-2%	3%	3%	-2%	1%	9%	-1%	2%	-15%
MLL CXXC-DNA inh	-2%	·	·	9%	·	-2%	4%	-3%	3%	-2%
FLuc modulator	2%	4%	3%	-1%	-2%	-8%	-2%	2%	0%[2.3 µM]	5%
RORg inh	2%	·	·	8%	·	-4%	?	-8%	?	-7%
Rab9 prom act	0%	-4%	1%	5%	-1%	-2%	2%	-3%	-3%	-12%
p53 reactivator	0%	0%	3%	-4%	8%	0%	4%	0%	-6%	-24%
NPC1 prom act	1%	-1%	-1%	2%	-3%	-2%	-2%	0%	1%	-13%

31) CC(=O)Nc1c(C)ccc(CNC(=O)COc2cc(C)ccc2C)c1C
32) COCCNC(=O)CCCn1c(=O)c2ccccc2n(Cc2cccc([N+](=O)[O-])c2)c1=O
33) O=C(C1CCN(S(=O)(=O)c2cccs2)CC1)N1CCc2ccccc2C1
34) COCCn1c(Cc2ccccc2)nnc1SCc1nc2ccccc2c(=O)[nH]1
35) COc1ccccc1CNC(=O)COC(=O)CNS(=O)(=O)c1ccc(C)cc1

compound no.	31	32	33	34	35
ELG1 genotox	-2%	14%	3%	0%	18%
Gal4-VP16 FLuc	-5%	-6%[10 µM]	20%	1%	-6%
BRCA1 expr up	3%	4%	29%	-53%	22%
MBNL1-CUG inh	-3%	-21%	6%	-7%	-4%
uPA surface inh	6%	1%	6%	-3%	1%
MLL CXXC-DNA inh	1%	5%	-2%	-9%	-11%
FLuc modulator	0%	-2%	-7%	-1%	0%
RORg inh	21%	20%	-35%	-3%	10%
Rab9 prom act	0%	-1%	6%	-5%	9%
p53 reactivator	11%	0%	12%	1%	7%
NPC1 prom act	4%	-1%	2%	-2%	-1%

Structures shown so far containing an aryl thioether with sulfur outside any ring, in the order listed:
7) CC(C)Sc1cc(Cl)nc(NC(=O)Nc2ccccc2)n1
22) Cc1nnc(SCC(=O)N2CCN(c3ccccc3)CC2)n1C1CC1
34) COCCn1c(Cc2ccccc2)nnc1SCc1nc2ccccc2c(=O)[nH]1

compound no.	7	22	34
ELG1 genotox	?	0%	0%
Gal4-VP16 FLuc	-16%	·	1%
BRCA1 expr up	18%	-27%	-53%
MBNL1-CUG inh	3%	·	-7%
uPA surface inh	-13%	-2%	-3%
MLL CXXC-DNA inh	-6%	·	-9%
FLuc modulator	?	4%	-1%
RORg inh	5%	·	-3%
Rab9 prom act	-21%	-4%	-5%
p53 reactivator	21%	0%	1%
NPC1 prom act	-21%	-1%	-2%
